PTEN del growth – growth suppression of PTEN-null HCT116, primary screen, cell-based, CellTiter-Glo | HCT116 PTEN-null viability, 60 h; stronger effect = lower value | viability, % at 10 µM | 1.2% of 140,000 active | AID 827, 2007;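 active = viability at or below a set limit, 4 SD under the median of all tested compounds, cut at about 3.7% in these data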;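 also: PTEN knockout HCT116 line with beta catenin targeted HCT116 as companion control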
Measles CPE – compounds protecting cells from measles virus cytopathic effect, primary screen, measles RdRp inhibitor project, single point, MLSMR library, absorbance | protection (pct of control), % at 4 µM | 1.5% of 140,000 active | Measles virus-infected cells, CPE protection; in the data active = protection mostly above about 24%, no sharp cut-off; inactive = mostly below about 26%; also: some compounds called inactive have numbers as strong as hits
Yeast lifespan up – compounds extending yeast replicative lifespan, primary screen, S. cerevisiae, OD615. S. cerevisiae growth with nicotinamide; deaD strain in restrictive glucose medium. inhibition of the nicotinamide effect, % at 10 µM. 0.68% of 130,000 active;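 active = inhibition above a set limit, placed 3 SD over the median of all compounds, cut at about 26% in these data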;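 also: 0% = nicotinamide-treated wells and 100% = cells grown without nicotinamide; some compounds called inactive have numbers as strong as hits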
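Test system – modified budding yeast, DeaD strain · Compound – single dose 10 µM compound, 0.25% DMSO · Times – culture preincubation 4 h, compound exposure 48 h, both 30 °C · Detection – optical density (absorbance) at 615 nm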
Yeast growth inh – growth inhibitors of yeast BB579 in restrictive medium, primary screen, yeast lifespan-shortening project, S. cerevisiae | inhibition, % at 10 µM | 0.51% of 140,000 active | OD615, 48 h;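 active = inhibition above a set limit, 3 SD over the mean compound inhibition, cut at about 44% in these data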; also: inactives centre near -24
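Detection: OD615 turbidity measurement; Material: Saccharomyces cerevisiae DeaD strain BB579, replicative lifespan model yeast; Timing: 48 h exposure, 30 °C; Doses: single 10 µM dose; Medium: CSMM-D restrictive synthetic medium containing dextrose (glucose); Controls: amphotericin B at 10 µg/mL as positive control.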
NPY-Y2 antag – NPY-Y2 receptor antagonists, primary screen, cell-based. AID 793, 2007. 0.99% of 140,000 active. NPY-Y2 expressing cells, antagonist mode. inhibition, % at 2.7 µM. Neuropeptide Y receptor type 2 (Homo sapiens), P49146; in the data active = inhibition above about 17%;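 also: 0% = vehicle with agonist challenge and 100% = reference antagonist with challenge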
Target sequence (P49146 whole entry, looked up): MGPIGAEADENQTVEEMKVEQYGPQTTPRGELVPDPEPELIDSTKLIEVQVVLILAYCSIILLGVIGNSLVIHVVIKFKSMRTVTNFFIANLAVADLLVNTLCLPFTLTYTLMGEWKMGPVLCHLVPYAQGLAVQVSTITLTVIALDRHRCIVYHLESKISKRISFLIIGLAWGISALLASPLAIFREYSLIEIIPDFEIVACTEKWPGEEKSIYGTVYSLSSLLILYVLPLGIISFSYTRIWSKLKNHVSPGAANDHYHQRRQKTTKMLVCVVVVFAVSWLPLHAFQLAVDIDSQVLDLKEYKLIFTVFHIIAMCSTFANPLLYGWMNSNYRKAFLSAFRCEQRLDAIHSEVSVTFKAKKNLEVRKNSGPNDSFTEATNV
E-sel TNF inh – E-selectin induction blockers in HUVEC – imaging, immunofluorescence, high content, primary screen; 0.71% of 120,000 active; HUVEC TNFa-induced E-selectin immunofluorescence; AID 1246, 2008; inhibition, % at 2 µM;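 active = inhibition above the batch mean plus 3 SD, and confirmed as a hit on visual image review, cut at about 43% in these data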;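 also: 0% = TNF-stimulated DMSO wells and 100% = unstimulated control wells; not every result past the cut was called active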
MRP-1 activ – H69AR viability gain despite doxorubicin, primary screen, MRP-1 activator project, H69AR cells, CellTiter-Glo. viability rescue. viability increase, % at 10 µM. 0.61% of 140,000 active. AID 799, 2007;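 active = viability gain under doxorubicin at or above a set limit, the compound median plus 3 SD, cut at about 4.7% in these data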;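 also: MRP-1 overexpressing cells given doxorubicin 25 µM after compound pretreatment; 18-22 h compound pretreatment then 72 h with doxorubicin before readout; 0% = doxorubicin-only wells and 100% = vehicle-treated cells without doxorubicin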
GALR2 blocker – GALR2 antagonists in receptor-expressing cells, primary screen. antagonist mode. inhibition, % at 4 µM. 0.39% of 140,000 active. AID 828, 2007; in the data active = inhibition above about 27%;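 also: cells stimulated with galanin 1-16 at roughly its EC80; 0% = agonist challenge control and 100% = basal control without agonist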
Target sequence (O43603 whole entry, looked up): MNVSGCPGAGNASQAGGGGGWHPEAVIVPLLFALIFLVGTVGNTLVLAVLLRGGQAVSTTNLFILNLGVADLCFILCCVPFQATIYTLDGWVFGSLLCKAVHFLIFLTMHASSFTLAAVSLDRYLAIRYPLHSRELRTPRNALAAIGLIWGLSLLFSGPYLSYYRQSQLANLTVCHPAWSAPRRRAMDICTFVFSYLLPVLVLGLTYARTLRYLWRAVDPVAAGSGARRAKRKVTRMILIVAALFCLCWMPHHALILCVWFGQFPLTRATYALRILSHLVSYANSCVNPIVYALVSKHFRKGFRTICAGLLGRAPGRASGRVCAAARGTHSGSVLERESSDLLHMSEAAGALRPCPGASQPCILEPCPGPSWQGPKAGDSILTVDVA
Phagocytosis inh – inhibitors of macrophage phagocytosis, primary screen, imaging, J774A.1 cells, IgG beads; J774A.1 macrophage IgG-bead phagocytosis; inhibition, % at 5 µM; 0.07% of 110,000 active;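 active = inhibition above the mean of the plate negative controls plus 5 SD, cut at about 13% in these data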;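 also: phagocytic index as fraction of beads internalized from green versus red external bead signal; plate controls were DMSO negative control for no effect and cytochalasin-D positive control for full effect; some results beyond the cut were filed as inactive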
HCT116 bCat-KO – primary screen for growth suppressors in beta-catenin knockout HCT116 cells (colon tumor, human) | HCT116 beta-catenin knockout viability, CellTiter-Glo, 60 h; stronger effect = lower value | viability, % at 10 µM | AID 818, 2007 | 1.5% of 140,000 active;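 active = viability at or under a set limit, the compound median less 4 SD, cut at about 6% in these data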;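 also: 0% = Hyamine 1622 control at 20 µM and 100% = untreated cell control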
Starred values were filed as active, the others as inactive; nt = no result given.

#	Structure	PTEN del growth	Measles CPE	Yeast lifespan up	Yeast growth inh	NPY-Y2 antag
1	C=C(Cl)COc1ccc2c(CC)cc(=O)oc2c1	97	6	-16	-36	2
2	NS(=O)(=O)c1ccc(NC(=O)c2ccccc2C(=O)N2CCCCC2)cc1	95	16	-17	2	1
3	OCc1nc2ccccc2n1CCCOc1ccc(Br)cc1	71	7	-9	-6	6
4	Cc1ccc(Cc2c(C)nc3nc(SCC(=O)NCc4ccco4)nn3c2C)cc1	14	8	-3	-32	7
5	CC(=O)Oc1ccc(C(=O)Nc2cc(C)ccc2NC(=O)COc2ccccc2)cc1	100	6	-14	-33	1
6	CN(CCC#N)C(=O)CSc1ncnc2sc(-c3ccccc3)cc12	81	7	-19	-70	1
7	CC(/C=C/c1ccccc1)=N\NC(=O)CSc1ccccn1	96	13	-4	-34	1
8	Cc1ccc(C)c(Cn2nnc3c(=O)[nH]c(C4CCCN(C(=O)C5CCC5)C4)nc32)c1 (centres undefined)	95	2	21	-60	1
9	COc1ccc(Br)cc1/C=C/C(=O)c1ccc(NC(C)=O)cc1	1.3*	1	-7	-31	4
10	CC(C)CC(=O)NN1CCCCC1	99	15	-6	-2	0
11	O=C(O)C1CCCN1S(=O)(=O)c1ccc(Cl)c(Cl)c1 (centres undefined)	94	15	-4	-10	5
12	N#CC1=C(c2ccccc2)/C(=C/c2ccccc2)OC1=O	8	12	15	-10	2

#	E-sel TNF inh	MRP-1 activ	GALR2 blocker	Phagocytosis inh	HCT116 bCat-KO
1	24	2.2	-3	-4	93
2	6	-0.2	-1	0	101
3	-20	-1.2	5	-1	65
4	20	-4.5	-7	-2	13
5	-15	-2.4	-3	nt	91
6	2	-1.9	-7	0	71
7	10	-3.0	9	-6	93
8	-22	-2.1	3	0	99
9	nt	-7.1	6	-4	4.9*
10	-3	0.1	-8	-1	99
11	nt	0.1	-10	-2	97
12	-7	-5.0	-2	nt	14

Given bar-delimited: entries from further up
item | Compound | PTEN del growth | Measles CPE | Yeast lifespan up | Yeast growth inh | NPY-Y2 antag | E-sel TNF inh | MRP-1 activ | GALR2 blocker | Phagocytosis inh | HCT116 bCat-KO
2 | NS(=O)(=O)c1ccc(NC(=O)c2ccccc2C(=O)N2CCCCC2)cc1 | 95 | 16 | -17 | 2 | 1 | 6 | -0.2 | -1 | 0 | 101
1 | C=C(Cl)COc1ccc2c(CC)cc(=O)oc2c1 | 97 | 6 | -16 | -36 | 2 | 24 | 2.2 | -3 | -4 | 93

Additional records follow:
#	Structure	PTEN del growth	Measles CPE	Yeast lifespan up	Yeast growth inh	NPY-Y2 antag
13	COc1cccc2cc(C(=O)n3ccc(C)n3)c(=O)oc12	100	4	-20	-23	1
14	COc1cccc(NC(=O)CSc2nnc(Cc3cccn3C)n2-c2ccc(F)cc2)c1	88	8	0	-24	2
15	Cc1c(Cl)c(C(=O)Nc2nc3ccccc3n2CCN2CCCCC2)nn1C	91	27	10	17	1
16	C=CCn1c2ccccc2n2nc(C)c(=O)nc12	101	38*	nt	-32	2
17	Cc1ccc(-c2nnc(N3CCCCC3)c3ccccc23)cc1S(=O)(=O)N1CCN(C)CC1	59	5	-13	-11	4
18	COc1ccc(C2CC(=O)c3cnc(N4CCN(Cc5ccccc5)CC4)nc3C2)cc1 (centres undefined)	83	10	-9	-62	2
19	O=C(Cn1c(NCCCO)nc2ccccc21)c1ccc(Br)cc1	82	19	-4	-32	7
20	Cc1ccc(C(=O)N2CCN(c3ccc([N+](=O)[O-])c(NCc4ccco4)c3)CC2)cc1	75	13	-9	-53	3
21	CC(=O)SCC(=O)N=c1sc2cc(F)ccc2n1C	89	8	-23	-28	-1
22	CCc1cc2c(NCCO)ncnc2s1	99	9	-20	-53	-1
23	COc1cccc(C(=O)NC(C)C(c2cccs2)N2CCN(C)CC2)c1 (centres undefined)	100	3	-7	-12	2
24	CCN(CC)c1ccc(NC(=O)C2CCCN(S(=O)(=O)c3cnc[nH]3)C2)c(C)c1 (centres undefined)	102	16	-6	4	-1

#	E-sel TNF inh	MRP-1 activ	GALR2 blocker	Phagocytosis inh	HCT116 bCat-KO
13	19	1.0	6	0	94
14	nt	-1.5	7	0	84
15	10	-3.3	-1	0	93
16	-9	-3.1	1	nt	92
17	-4	-2.9	4	nt	43
18	28	0.2	-6	0	83
19	-7	-2.8	-12	0	78
20	-51	-1.4	-2	0	68
21	6	-4.1	-21	-1	97
22	3	-1.9	5	-1	108
23	nt	0.2	-1	0	85
24	-4	-1.0	4	0	103

Taken from above.
For MRP-1 activ, CCc1cc2c(NCCO)ncnc2s1 has the entry -1.9
For GALR2 blocker, C=CCn1c2ccccc2n2nc(C)c(=O)nc12 has the entry 1
For GALR2 blocker, COc1ccc(C2CC(=O)c3cnc(N4CCN(Cc5ccccc5)CC4)nc3C2)cc1 (centres undefined) has the entry -6

The list continues.
#	Structure	PTEN del growth	Measles CPE	Yeast lifespan up	Yeast growth inh	NPY-Y2 antag
25	COCC(=O)NC1CC2CCCC(C1)N2Cc1ccccc1 (centres undefined)	111	9	3	-71	0
26	Cc1ccc(O)c(C=Nc2cc(C)ccc2O)c1	67	2	-5	-41	-1
27	CCCCSc1nnc(-c2ccc(C)cc2)n1C	87	7	-9	-52	6
28	COc1ccc(CCNC(=O)CSc2cc(=O)[nH]c(N)n2)cc1OC	92	7	-15	-26	1
29	COc1ccccc1NC(=O)CCC(=O)Nc1ccccc1OC	105	2	-4	-32	2
30	CCc1nc2sc3c(c2c(=O)o1)CCCC3	88	6	-7	-19	8
31	COc1ccc(/C=C/C(=O)NCC(=O)N/N=C/c2cc(Br)ccc2OC)cc1	73	1	-13	0	-4
32	NC(=O)CC1Nc2cccc3cccc(c23)NC1=O (centres undefined)	88	17	-4	-28	0
33	CSc1nc(N)nc(SCC(=O)Nc2ccc(Cl)cc2)c1C#N	77	11	-4	-72	-3
34	CCOC(=O)c1ccc([N+](=O)[O-])cc1NC(C)=O	94	16	-5	-1	-1
35	COc1cc2c(cc1OC)C(c1ccsc1)CC(=O)N2 (centres undefined)	106	4	-16	-1	3
36	Cc1cccc(N(CC(=O)N2CCOCC2)S(C)(=O)=O)c1C	113	13	-5	-5	3

#	E-sel TNF inh	MRP-1 activ	GALR2 blocker	Phagocytosis inh	HCT116 bCat-KO
25	3	-0.1	4	-1	107
26	nt	-3.4	-4	2	62
27	-6	-0.1	4	0	89
28	9	-0.3	7	-1	101
29	-5	-0.4	-7	1	99
30	18	-1.6	-15	0	92
31	-9	-5.0	6	nt	65
32	22	-2.7	4	0	85
33	-8	-0.1	-12	nt	89
34	nt	-1.2	8	nt	92
35	-7	-3.1	4	6	99
36	10	0.3	-2	-1	103

(more compounds)
#	Structure	PTEN del growth	Measles CPE	Yeast lifespan up	Yeast growth inh	NPY-Y2 antag
37	Cc1cc(/N=C/C=C2\N(C)c3ccccc3C2(C)C)n(CCC#N)n1	66	18	-2	-34	2
38	O=C(COc1ccc(S(=O)(=O)N2CCCC2)cc1Cl)N1CCN(c2ccccc2)CC1	77	10	-19	-23	0
39	C=CCNC(=O)c1onc(CSc2cccc(OCC)c2)c1C(=O)O	94	14	-3	-31	8
40	O=C(O)CCC(=O)Nc1nc2nc(-c3ccccc3)cc(-c3ccccc3)n2n1	115	21	-15	-33	0
41	CCCSc1nnc(Cn2c(=O)sc3ccccc32)n1-c1ccccc1	84	5	2	8	3
42	CCCCN1CC(COc2ccccc2)OC1=O (centres undefined)	90	nt	-17	-30	4
43	COc1ccccc1/C=N/NC(=O)c1ccc(=O)n(C)c1	100	7	5	-45	-2
44	COc1ccc(-c2n[nH]c(C)c2-c2cnn(-c3ccccc3)c2)c(O)c1	87	-1	nt	-11	7
45	Cc1cccc(N2CCN(C(c3ccccc3)c3nnnn3C(C)(C)C)CC2)c1C (centres undefined)	66	21	nt	-32	6
46	COc1cccc(C(=O)N2C(C(=O)O)CSC2c2ccccc2Cl)c1 (centres undefined)	91	7	6	-37	4
47	CSc1nc(Cl)c(Cc2ccc(OCC(C)C)cc2)c(N2CCOCC2)n1	55	23	4	-19	5
48	COc1ccc(NC(=S)Nc2cc(C)cc(C)n2)cc1OC	66	30	-2	-31	3

#	E-sel TNF inh	MRP-1 activ	GALR2 blocker	Phagocytosis inh	HCT116 bCat-KO
37	11	-3.8	7	0	61
38	-13	-3.2	1	1	78
39	-15	-0.5	5	nt	98
40	3	0.5	-14	nt	103
41	nt	-0.7	0	1	87
42	1	0.1	1	-2	98
43	-9	-0.3	-6	-7	92
44	-33	-4.0	-1	nt	86
45	6	0.2	12	nt	67
46	-6	-0.1	8	5	92
47	nt	-1.8	0	-16	42
48	nt	-4.2	2	-9	79

5 entries picked at random from those above, as already listed:
#	Structure	PTEN del growth	Measles CPE	Yeast lifespan up	Yeast growth inh	NPY-Y2 antag
45	Cc1cccc(N2CCN(C(c3ccccc3)c3nnnn3C(C)(C)C)CC2)c1C (centres undefined)	66	21	nt	-32	6
43	COc1ccccc1/C=N/NC(=O)c1ccc(=O)n(C)c1	100	7	5	-45	-2
19	O=C(Cn1c(NCCCO)nc2ccccc21)c1ccc(Br)cc1	82	19	-4	-32	7
38	O=C(COc1ccc(S(=O)(=O)N2CCCC2)cc1Cl)N1CCN(c2ccccc2)CC1	77	10	-19	-23	0
11	O=C(O)C1CCCN1S(=O)(=O)c1ccc(Cl)c(Cl)c1 (centres undefined)	94	15	-4	-10	5

#	E-sel TNF inh	MRP-1 activ	GALR2 blocker	Phagocytosis inh	HCT116 bCat-KO
45	6	0.2	12	nt	67
43	-9	-0.3	-6	-7	92
19	-7	-2.8	-12	0	78
38	-13	-3.2	1	1	78
11	nt	0.1	-10	-2	97

(further entries)
#	Structure	PTEN del growth	Measles CPE	Yeast lifespan up	Yeast growth inh	NPY-Y2 antag
49	COC(=O)CN(C(=S)Nc1ccc(F)cc1)C1CC(=O)N(c2ccccc2)C1=O (centres undefined)	87	22	-3	-9	-1
50	C/C(=N\NC(=O)c1c(Br)c(C)nn1C)c1ccc(NC(=O)c2ccoc2C)cc1	100	2	-3	-23	0
51	CCOC(=O)Cc1c(C)nc2cc(-c3ccc(C(C)(C)C)cc3)[nH]n2c1=O	89	24	-3	-57	3
52	Brc1ccc(OCCOCCN2CCOCC2)cc1	96	5	-10	3	2
53	Nn1c(Cc2cccc3ccccc23)nnc1SCC(=O)NC1CCS(=O)(=O)C1 (centres undefined)	100	9	-9	-37	0
54	CCOC(=O)N1CCC(NC(=O)C2CCCCN2S(=O)(=O)c2ccc(F)cc2)CC1 (centres undefined)	83	34*	-2	-15	5
55	Cc1nnc(SCc2cccc(Oc3ccccc3)c2)n1N	100	10	-5	-22	4

#	E-sel TNF inh	MRP-1 activ	GALR2 blocker	Phagocytosis inh	HCT116 bCat-KO
49	nt	1.7	6	nt	95
50	7	-1.4	-6	0	100
51	18	-1.4	-15	-1	81
52	nt	0.2	0	0	92
53	4	0.1	-6	0	86
54	nt	-3.1	4	1	95
55	-27	-1.9	8	-1	95
